Assay outcomes as filed in PubChem BioAssay.
SRC2 inh: inhibits human steroid receptor coactivator 2; HEK293 GAL4-SRC2 luciferase reporter, luminescence; AID 651957; inhibition, % at 9 µM; 370,000 tested, 0.17% active;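 active = inhibition above the mean inhibition of all tested compounds plus 3 SD, set per campaign, cut at about 52% in these data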;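 also: 0% = DMSO treated cells and 100% = cells given Gossypol at 36 µM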
SRC3 inh: human NCOA3 inhibition; HEK293 GAL4-SRC3 luciferase reporter, luminescence; 360,000 tested, 0.17% active; Q9Y6Q9; inhibition, % at 3.6 µM;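 active = inhibition above a per-campaign cutoff, the mean of all compounds plus 3 SD, cut at about 60% in these data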;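 also: 0% = DMSO-treated cells and 100% = gossypol-treated cells at 36 µM; higher means less SRC3-driven luciferase light from the GAL4 reporter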
NOD2-RIPK2 inh: inhibitors of human NOD2-RIPK2 interaction; CHO BLA complementation NOD2-RIPK2, CCF4 ratio; O43353; inhibition, % at 4.98 µM; AID 624267; 360,000 tested, 0.38% active; in the data active = inhibition above about 21%;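 also: 0% = vehicle only and 100% = reference blocker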
NCOA1 inh: inhibitors of human steroid receptor coactivator 1 (SRC1); Q15788; HEK293 GAL4-SRC1 luciferase reporter, luminescence; inhibition, % at 3.6 µM; 360,000 tested, 0.12% active;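 active = inhibition above the campaign mean plus 3 SD, with each screening campaign given its own cutoff, cut at about 60% in these data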;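 also: 0% = DMSO treated cells and 100% = gossypol at 36 µM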
TRAIL sens C8: caspase-8 TRAIL sensitization; NB7+C8 cells + TRAIL, ATPlite viability luminescence; inhibition (viability loss, TRAIL sensitization), % at 10 µM; 360,000 tested, 1% active; AID 624354;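 active = compounds causing at least 50% loss of cell viability in the single-dose screen, relative to plate controls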
NR5A2 inv ag: suppresses constitutive activity of human LRH-1; AID 602396; O00482; inhibition, % at 3.6 µM; HEK293T StAR-luciferase reporter, LRH-1 transfected, 24 h; 360,000 tested, 0.13% active;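 active = inhibition above the mean inhibition of all tested compounds plus 3 SD, cut at about 73% in these data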;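 also: 0% = DMSO wells and 100% = reporter-only cells lacking LRH-1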
TLR9-MyD88 block: inhibitors of human TLR9-MyD88 binding; AID 504734; 340,000 tested, 0.21% active; Q9NR96+Q99836; inhibition, % at 4.98 µM; CHO BLA complementation TLR9-MyD88, CCF4 FRET ratio;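 active = inhibition above the mean over all tested compounds plus 3 SD, cut at about 21% in these data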;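 also: 0% = DMSO only wells and 100% = clavulanate BLA inhibitor control wells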
EBV LMP1 NFkB: Epstein-Barr LMP1 NF-kappaB reporter inhibition | LMP1-induced NF-kappaB luciferase reporter cells, luminescence | inhibition, % at 12.5 µM | 350,000 tested, 0.69% active; in the data active = inhibition above about 41%;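 also: 0% = neutral control wells and 100% = reference inhibitor control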
TROY NFkB inh: TROY signaling inhibition. Q293 LMP1-TROYcd NF-kB luciferase reporter, 4 h. inhibition, % at 10 µM. 360,000 tested, 0.98% active;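 active = compounds whose plate-normalised and pattern-corrected inhibition of the luciferase reporter signal at the single screening dose is 50% or more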
NR2F2 inh: NR2F2 (human) inhibition, primary screen. HEK293T NGFI-A luciferase reporter, luminescence. inhibition, % at 8.6 µM. P24468. AID 686940. 370,000 tested, 0.7% active;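 active = inhibition above a per-plate cutoff, mean inhibition of test wells between control levels plus 3 SD, cut at about 38% in these data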;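 also: cells cotransfected with COUP-TFII expression vector driving the NGFI-A reporter; 0% = median of COUP-TF2 test wells and 100% = reporter-only cells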
Target sequence (P24468 whole entry, looked up): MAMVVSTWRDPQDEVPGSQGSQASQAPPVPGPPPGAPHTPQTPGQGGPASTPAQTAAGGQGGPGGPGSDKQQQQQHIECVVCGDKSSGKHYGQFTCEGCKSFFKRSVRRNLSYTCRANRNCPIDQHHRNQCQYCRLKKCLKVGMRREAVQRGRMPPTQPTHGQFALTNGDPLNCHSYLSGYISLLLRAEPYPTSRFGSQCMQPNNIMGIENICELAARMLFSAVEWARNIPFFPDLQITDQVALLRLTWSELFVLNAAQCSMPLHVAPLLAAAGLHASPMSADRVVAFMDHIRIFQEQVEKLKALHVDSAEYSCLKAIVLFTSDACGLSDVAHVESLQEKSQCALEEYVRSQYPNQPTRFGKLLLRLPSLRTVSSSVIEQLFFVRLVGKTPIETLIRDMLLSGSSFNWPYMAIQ
TWEAK-Fn14 inh: TWEAK-Fn14 signaling inhibition; TWEAK-stimulated Fn14 reporter cells, luciferase luminescence, 8 h; inhibition, % at 10 µM; 360,000 tested, 2% active; AID 1159606; in the data active = inhibition above about 50%
* marks the source's active call; other numbers are inactive results; · = not tested or not shown.

SMILES	SRC2 inh	SRC3 inh	NOD2-RIPK2 inh	NCOA1 inh	TRAIL sens C8	NR5A2 inv ag	TLR9-MyD88 block	EBV LMP1 NFkB	TROY NFkB inh	NR2F2 inh	TWEAK-Fn14 inh
COc1ccc(C(=O)NCC(=O)Nc2ccccc2)cc1OC	13	-9	5	-23	-2	-7	-1	-1	·	0	59*
CCCOc1cccc(C2/C(=C(/O)c3ccc(OC)cc3)C(=O)C(=O)N2CCN(C)C)c1 (stereo not drawn)	-14	12	5	-11	-7	5	3	-3	2	-4	-6
COc1ccc(N(C2CSC2)S(=O)(=O)c2ccccc2)cc1	20	-2	4	8	5	6	7	0	-7	3	5
CCOc1cc(CNc2ccc(N3CCCCC3)cc2)cc(Br)c1OCC(=O)NC(C)(C)C	22	20	-2	4	11	12	-1	-7	40	10	17
CCN(CC)S(=O)(=O)c1cccc(C(=O)NC(Cc2c[nH]c3ccccc23)c2nnc3n2CCC3)c1 (stereo not drawn)	-19	-14	-3	7	6	-20	0	3	5	-2	13
O=C(NC1CC1)c1nc2c(nnn2Cc2ccccc2Cl)c(=O)[nH]1	2	-5	-9	7	-3	-25	-1	3	9	-23	0
CCC1(C)Cc2c(C#N)c(N)n(N)c(=S)c2CO1 (stereo not drawn)	-17	17	-2	14	0	13	-2	-10	-2	4	17
Cn1c(SCC(=O)c2ccc3c(c2)Cc2ccccc2-3)nnc1-c1ccccc1	10	16	0	1	9	14	9	18	-48	-18	-1
COc1ccc(CCNc2oc(-c3cccc4ccccc34)nc2P(=O)(OC)OC)cc1OC	-22	15	-2	3	2	-35	-7	5	12	9	-2
CCCn1c(SCC(=O)Nc2ccccc2Cl)nc(O)cc1=O	-27	-17	-19	-13	-12	16	-11	1	3	-13	-11
Cc1cc(C)n2nc(C(=O)Nc3ccc(N4CCOCC4)cc3)nc2n1	25	6	3	0	7	4	4	11	7	-7	0
Cc1ccc(Nc2nc(CSc3nnc(-c4ccccc4)n3C)cs2)cc1	-63	-54	3	-56	50*	-53	12	-9	50	-38	10
O=C(NCCc1ccccc1)C1CCC(=O)N1CCc1ccccc1 (stereo not drawn)	-18	-9	-6	-15	-12	-4	-3	4	2	16	7
NC(=O)c1cc[n+](Cc2ccccc2Cl)cc1	-7	9	-1	-19	-6	-2	4	6	13	5	-1
CCC(CO)Oc1cc(NC(=O)c2ccc(OC)cc2)c2ncn(C(C)C)c2c1 (stereo not drawn)	-7	0	-8	2	15	10	-17	0	-2	1	-15
Cn1nc(C(=O)OCC(=O)Nc2ccc(C(N)=O)cc2)c2ccccc2c1=O	10	-2	-1	2	-6	26	-3	-2	6	1	-10
O=C(NC(=S)NC1CCSC1=O)c1ccc([N+](=O)[O-])cc1 (stereo not drawn)	-15	-15	3	-3	-3	13	10	-6	7	14	1
CC1(C)Oc2ccc(C(=O)NN)cc2NC1=O	-40	1	-2	-10	-1	-16	5	1	-1	-13	0
O=C(c1ccccc1)c1nc[nH]c1C(=O)Nc1ccccn1	2	11	-4	-2	-7	-1	3	0	-1	-1	0
CCCCn1c(N)c(N(CC(C)C)C(=O)c2cccc(S(=O)(=O)N(C)c3ccc(C)cc3)c2)c(=O)[nH]c1=O	-1	15	-3	-16	-1	-1	0	4	-4	0	5
Cc1occc1-c1nnc(SCC(=O)N(C)c2ccccc2)n1C	6	7	-7	-15	-2	-2	9	-3	-8	7	3
COc1cc(SC)ccc1C(=O)N(CC(=O)Nc1ccccc1Br)Cc1ccco1	3	-2	1	-8	1	-3	4	-5	-17	-24	4
Cc1ccccc1N1C(=O)C2CCCN2C1=S (stereo not drawn)	4	22	-2	-10	-2	10	-10	34	-7	-1	4
COc1ccc(OC)c(NC(=O)Nc2cccc(Cn3cccn3)c2)c1	4	11	7	-4	-10	0	13	1	2	-1	-5
COc1cccc(-c2cnc(C(O)c3ccc(Cl)cc3)[nH]2)c1 (stereo not drawn)	-10	-18	1	-16	-7	-27	·	·	-32	-10	-5
COc1ccc2c(-c3ccccc3)cc(SC(C)C(N)=O)nc2c1 (stereo not drawn)	15	10	-7	-23	0	15	-10	-19	19	-17	-36
Cc1cccc(/C=N/N2CCN(c3ccccc3)CC2)c1	-38	-54	-12	-35	12	-31	-8	-42	-87	2	-9
Cc1ccccc1C(=O)Nc1nc(-c2cccnc2)cs1	-24	4	6	-40	-14	-29	-4	-7	-23	-18	10
CCc1nn(CC(=O)N2CCN(C)CC2)c(=O)c2cccn12	-8	2	-3	-1	-2	5	2	-5	1	2	2
Cc1ccc(-n2ncc3c(=O)n(CC(=O)NC4CCCC4)cnc32)cc1C	-14	4	0	12	-12	-7	5	2	-9	-1	9
COc1cccc(-c2cc(NC=O)c3ncc(-c4ccc(F)c(Cl)c4)n3c2)c1	-28	-11	4	10	-3	0	·	·	-5	-5	9
S=C(NCC1CCCO1)Nc1ccccc1 (stereo not drawn)	6	0	6	-10	3	5	4	5	-12	-2	4
COC(=O)c1ccc(/C=C2/SC(=S)N(CCC(=O)NCCCN3CCOCC3)C2=O)cc1	1	7	-6	5	25	1	2	10	4	-13	27
O=C(Nc1ccc(F)cc1)C(CCc1ccccc1)N1CCN(CC(=O)N2CCCC2)CC1 (stereo not drawn)	-10	·	1	·	-15	10	·	·	·	-2	·
CCN(CC)C(=O)C1=C(C)N(Cc2ccc(OC)cc2)C(=O)C(CC(=O)NC2CCCC2)C1 (stereo not drawn)	6	-14	-2	3	5	6	-16	0	2	-13	12
CCC1CCCCN1C(=S)NC(=O)c1ccc([N+](=O)[O-])cc1 (stereo not drawn)	2	10	-10	5	10	-19	2	7	-14	13	-1

Sorted by count of non-hydrogen atoms (smallest number first): some entries from above.
SMILES	SRC2 inh	SRC3 inh	NOD2-RIPK2 inh	NCOA1 inh	TRAIL sens C8	NR5A2 inv ag	TLR9-MyD88 block	EBV LMP1 NFkB	TROY NFkB inh	NR2F2 inh	TWEAK-Fn14 inh
S=C(NCC1CCCO1)Nc1ccccc1 (stereo not drawn)	6	0	6	-10	3	5	4	5	-12	-2	4
Cc1ccccc1N1C(=O)C2CCCN2C1=S (stereo not drawn)	4	22	-2	-10	-2	10	-10	34	-7	-1	4
Cc1ccccc1C(=O)Nc1nc(-c2cccnc2)cs1	-24	4	6	-40	-14	-29	-4	-7	-23	-18	10
CCc1nn(CC(=O)N2CCN(C)CC2)c(=O)c2cccn12	-8	2	-3	-1	-2	5	2	-5	1	2	2
Cc1occc1-c1nnc(SCC(=O)N(C)c2ccccc2)n1C	6	7	-7	-15	-2	-2	9	-3	-8	7	3
COc1ccc(OC)c(NC(=O)Nc2cccc(Cn3cccn3)c2)c1	4	11	7	-4	-10	0	13	1	2	-1	-5
Cc1ccc(-n2ncc3c(=O)n(CC(=O)NC4CCCC4)cnc32)cc1C	-14	4	0	12	-12	-7	5	2	-9	-1	9
COc1cccc(-c2cc(NC=O)c3ncc(-c4ccc(F)c(Cl)c4)n3c2)c1	-28	-11	4	10	-3	0	·	·	-5	-5	9
COc1cc(SC)ccc1C(=O)N(CC(=O)Nc1ccccc1Br)Cc1ccco1	3	-2	1	-8	1	-3	4	-5	-17	-24	4
COC(=O)c1ccc(/C=C2/SC(=S)N(CCC(=O)NCCCN3CCOCC3)C2=O)cc1	1	7	-6	5	25	1	2	10	4	-13	27
O=C(Nc1ccc(F)cc1)C(CCc1ccccc1)N1CCN(CC(=O)N2CCCC2)CC1 (stereo not drawn)	-10	·	1	·	-15	10	·	·	·	-2	·

Continued.
SMILES	SRC2 inh	SRC3 inh	NOD2-RIPK2 inh	NCOA1 inh	TRAIL sens C8	NR5A2 inv ag	TLR9-MyD88 block	EBV LMP1 NFkB	TROY NFkB inh	NR2F2 inh	TWEAK-Fn14 inh
O=C(CSc1nccc(=O)[nH]1)c1ccco1	8	6	2	-7	3	2	-3	-2	15	5	23
CCOc1ccccc1/C=C/c1onc(C)c1S(=O)(=O)N1CCC(C(=O)N2CCCCCC2)CC1	6	6	-8	-23	8	-2	0	0	21	9	-3
O=C(Nc1cccc(-c2nc3ncccc3o2)c1)c1ccc2c(c1)OCO2	-8	-4	-10	-36	2	-15	2	2	21	0	-16
CS(=O)(=O)N(CC(=O)N/N=C/c1ccccc1C(=O)O)c1cccc(Cl)c1Cl	-14	13	1	-1	6	-12	-2	-4	-6	15	-1
Cc1c(CNC(=O)c2cnn3c2NC(c2ccccc2)CC3C(F)(F)F)cnn1C (stereo not drawn)	-7	-3	-3	0	-14	-12	1	5	2	4	-7
O=C(NNC(=O)c1csc(N2CCOCC2)n1)c1ccc(Cl)nc1	29	-2	-5	-16	-3	-6	-7	2	-18	-4	3
c1ccc(Oc2ncnc3ccccc23)cc1	-24	12	-7	15	-3	5	3	-6	2	-12	-5
CN(C)c1nc(N)ncc1-c1ccc(Oc2ccccc2)cc1	-18	-10	-1	10	0	11	2	5	-9	19	9

This is a subset. The share of hits here may be higher or lower than overall.
